USP1-UAF1 inh: inhibitors of human USP1/UAF1 deubiquitinase; recombinant USP1/UAF1, Ub-Rhodamine cleavage fluorescence; Potency, µM (highest dose often 57.1 µM), without a hit: at the highest dose activity change, negative = inhibition, most hits filed as inhibitors; 390,000 tested, 0.23% active; O94782; AID 743255; further: potency means the concentration at half of the fitted maximal effect; on the % scale 0 is the no-effect control and ±100 the full control effect; nearly all actives have a fitted effect of over 60% in size; inactives centre near -12
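1 nM enzyme complex + cpd, 15 min RT; start with Ub-Rho 150nM final; kinetic fluorescence ex 480/em 540, 6 reads q60 s. Buffer 50mM HEPES pH 7.8, 0.5mM EDTA, 0.1 mg/ml BSA, 1mM TCEP, 0.01% Tween-20.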
TRHR agonist: agonists of human TRH receptor; P34981; TRHR cells, calcium flux fluo-8, FDSS agonist mode; activation, % at 2 µM; 360,000 tested, 0.18% active; in the data active means activation above about 30%; further: 0% is about no effect
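In this calcium-flux screen, cells bearing human TRHR are dye-loaded with fluo-8, baselined for 10 cycles, then exposed to library compounds; positive kinetic calcium responses during the agonist phase mark hits, with TRH as control.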
D2 ag: activates the human D2 dopamine receptor | P14416 | HEK293 T-REx D2 cells, calcium flux agonist mode | activation, % at 2 µM | 340,000 tested, 0.53% active;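 active means activation over 3 SD above normal in the single-dose calcium agonist read, cut at about 30% in these data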; further: 0% is about no effect
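Agonism is scored from calcium flux in a force-coupled, inducible HEK293 cell line expressing D2, read kinetically for 180 s after compound addition against dopamine controls.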
D2 antagonist: antagonizes the human D2 dopamine receptor; inhibition, % at 10 µM; P14416; AID 485344; 340,000 tested, 2% active; HEK293 TREx D2 cells, calcium flux, dopamine EC80; in the data active means inhibition above about 30%; further: 0% is about no effect
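Calcium flux kinetic readout in an inducible HEK293 TREx D2 line plated overnight at 30 C. After 180 s compound exposure, an EC80 dopamine challenge follows with another 180 s kinetic read to detect antagonism.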
mIDH1 inhibitor: inhibitors of human mutant IDH1 R132H; IDH1-R132H enzyme, NADPH consumption, diaphorase/resazurin fluorescence; Potency, µM (top dose mostly 76.6 µM), inactives show at the highest dose activity change, negative = inhibition, most hits filed as inhibitors; 390,000 tested, 0.093% active; further: potency means the concentration at half of the fitted maximal effect; on the % scale 0 is the no-effect control and ±100 the full control effect; nearly all actives have a fitted effect of over 65% in size
Target sequence (O75874 whole entry R132H, stated change not applied): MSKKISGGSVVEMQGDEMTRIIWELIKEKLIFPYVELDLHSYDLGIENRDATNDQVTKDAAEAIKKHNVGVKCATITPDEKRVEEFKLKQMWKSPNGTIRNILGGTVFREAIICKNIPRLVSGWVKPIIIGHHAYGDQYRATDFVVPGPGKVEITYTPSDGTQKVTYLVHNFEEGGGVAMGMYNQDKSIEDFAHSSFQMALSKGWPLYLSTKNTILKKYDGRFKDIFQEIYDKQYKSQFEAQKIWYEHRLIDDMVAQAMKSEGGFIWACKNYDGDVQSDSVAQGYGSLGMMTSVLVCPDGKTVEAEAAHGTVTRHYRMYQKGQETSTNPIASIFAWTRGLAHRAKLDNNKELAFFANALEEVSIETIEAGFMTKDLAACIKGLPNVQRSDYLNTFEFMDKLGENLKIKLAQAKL
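IDH1-R132H (0.5 ug/mL) preincubated 30 min with compound, then NADPH (0.016 mM) and alpha-KG (2 mM) added; 80 min at RT, pH 7.5. Remaining NADPH coupled via diaphorase/resazurin to fluorescence (540/590 nm); concentration-response curves normalized to no-enzyme control.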
TrxR1 substrate: rat thioredoxin reductase 1 substrate activity; purified TrxR1 substrate turnover, NADPH consumption readout; Potency, µM (series often up to 114 µM), for inactives: at the highest dose activity change, negative = substrate turnover; 390,000 tested, 0.01% active; AID 588456; further: potency means the concentration at half of the fitted maximal effect; on the % scale 0 is the no-effect control and ±100 the full control effect; nearly all actives have a fitted effect of over 50% in size
Target sequence (O89049 whole entry, looked up): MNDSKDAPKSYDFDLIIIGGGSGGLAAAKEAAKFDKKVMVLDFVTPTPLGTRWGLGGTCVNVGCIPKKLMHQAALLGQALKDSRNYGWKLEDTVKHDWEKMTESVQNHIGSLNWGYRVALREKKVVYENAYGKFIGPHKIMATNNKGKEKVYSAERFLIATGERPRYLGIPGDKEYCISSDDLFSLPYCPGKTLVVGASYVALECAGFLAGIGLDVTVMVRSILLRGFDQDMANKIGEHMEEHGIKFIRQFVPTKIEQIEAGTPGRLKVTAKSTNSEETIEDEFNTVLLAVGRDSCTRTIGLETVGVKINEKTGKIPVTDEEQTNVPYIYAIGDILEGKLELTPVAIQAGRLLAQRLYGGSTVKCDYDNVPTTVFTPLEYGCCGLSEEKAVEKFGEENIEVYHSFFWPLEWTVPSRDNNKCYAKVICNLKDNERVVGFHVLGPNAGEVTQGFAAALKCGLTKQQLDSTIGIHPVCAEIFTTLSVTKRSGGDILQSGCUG
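Rat TrxR1, dispensed at 90 nM, was prereduced with 400 uM NADPH (final) for 5 min at ~22 deg C, then incubated with compound 15 min before 400 uM selenite. A first-read NADPH fluorescence drop versus no-compound background flagged substrates.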
TrxR1 inh: inhibitors of rat thioredoxin reductase 1 | O89049 | recombinant rTrxR1, NADPH fluorescence consumption, selenite substrate | Potency, µM (titrated, usually from 114 µM), for the others: at the highest dose activity change, negative = inhibition, most hits filed as inhibitors | 390,000 tested, 1% active | AID 588453; further: potency means the concentration at half of the fitted maximal effect; on the % scale 0 is the no-effect control and ±100 the full control effect; nearly all actives have a fitted effect of over 65% in size
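Rat TrxR1 (90 nM in the dispensed reagent) was pre-reduced with 400 uM NADPH for 5 min at room temperature, then incubated with compound for 15 min. After 400 uM selenite was added, NADPH fluorescence (Ex 340/Em 450 nm) was followed for 8 min.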
TRHR PAM: allosterically enhances the human TRH receptor; TRHR cells, fluo-8 calcium fluorescence, EC20 TRH enhancement; 360,000 tested, 0.66% active; enhancement, % at 2 µM; P34981; AID 493056; in the data active means enhancement above about 30%; further: 0% is about no effect
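Enhancer read-out: after compound pinning and an initial kinetic agonist-mode read, an EC20 of TRH (10 nM final) was injected and fluo-8 calcium signal (Ex 480/Em 530) followed at 1 s/cycle for 100 cycles in TRHR-expressing cells.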
PI4K2A inh: blocks human PI4K2A kinase activity. Q9BTU6. purified PI4K2A, ADP-Glo luminescence, 1 h; stronger effect = lower value. activity change, negative = inhibition, % at 76.9 µM. 420,000 tested, 0.13% active; in the data active means activity change below about -50%; inconclusive means mostly about -30% to -49%;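 further: -100% = wells without enzyme as full effect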
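In this quantitative HTS, ADP production by PI4K2A was quantified luminescently after 1 h at ambient temperature; 100 microM adenosine served as plate-quality control.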
* = called active by the depositor; ? = inconclusive; . = no result given; [ ] = remark or other dose. Unless noted, the call rests on the fitted dose curve; in most records, active means well fitted inhibition curve with a large enough effect; inconclusive means small, poorly fitted or top-dose-only effect; inactive means no such curve, though single readings can be large or run the other way.

| No. | SMILES | USP1-UAF1 inh | TRHR agonist | D2 ag | D2 antagonist | mIDH1 inhibitor |
| --- | --- | --- | --- | --- | --- | --- |
| 1 | COc1ccc(NC(=O)CSc2nc(C)cs2)cc1OC | -12% | 1.0 | -1.2 | 14 | -2% |
| 2 | CCOc1cc(NC(=S)NCCCN2CCOCC2)c(OCC)cc1NC(=O)c1cccc(C)c1 | -19% | 0.4 | 0.3 | 3 | -1% |
| 3 | CCCOc1ccccc1N1C(=O)CC(N(O)c2ccccc2)C1=O (configuration not stated) | -10% | 0.1 | -0.6 | -8 | 5% |
| 4 | CNc1oc(-c2ccc(Cl)cc2)nc1P(=O)(c1ccccc1)c1ccccc1 | -27% | 0.1 | -0.1 | 3 | -7% |
| 5 | CCC(C)(C)C1CCC2(CC1)NC(=O)N(CC(=O)NCCCc1ccccc1)C2=O (configuration not stated) | -19% | -0.1 | 0.6 | 12 | 13% |
| 6 | Cc1ccc(-c2nnc(N3CCN(C(=O)Cn4c(=O)n(C)c5ccccc54)CC3)c3ccccc23)cc1 | -12% | -0.7 | 0.2 | -9 | 1% |
| 7 | O=C(CCc1ccncc1)NC1CCCc2c1cnn2-c1ccc(F)cc1F (configuration not stated) | -16% | 0.7 | 0.3 | -18 | -8% |
| 8 | CCn1nc(C)c(/C=N/NC(=O)Cc2ccc(Cl)cc2)c1C | -19% | 0.1 | -2.0 | -5 | 0% |
| 9 | COc1cc2c(c3oc(=O)cc(CC(=O)O)c13)CCC(C)(C)O2 | -18% | -0.3 | 0.0 | 5 | 8% |
| 10 | Cc1ccc(-c2noc(COc3ccc(Br)c(C)c3)n2)cc1 | -5% | 1.4 | . | . | 7% |
| 11 | O=C(CSc1nnc(NC(=O)c2ccco2)s1)Nc1ccccc1 | -19% | 0.5 | . | . | 10% |
| 12 | CCCSc1nc2c(cnn2-c2ccc(C)cc2)c(=O)[nH]1 | -20% | 0.4 | . | . | -11% |
| 13 | Cc1[nH]n(-c2ccccc2)c(=O)c1/C=C1/C=c2ccccc2=N1 | -6% | -0.4 | 1.7 | 5 | 0% |
| 14 | CC(C(=O)Nc1cccc(S(=O)(=O)N2CCOCC2)c1)N1CCN(c2ccc(F)cc2)CC1 (configuration not stated) | -22% | -0.5 | . | . | 0% |
| 15 | Cc1cccc(N2CCN(C(=O)c3ccc4nc(N5CCC(C)CC5)sc4c3)CC2)c1C | ? | 0.0 | . | . | 0% |

| No. | TrxR1 substrate | TrxR1 inh | TRHR PAM | PI4K2A inh |
| --- | --- | --- | --- | --- |
| 1 | -9% | -11% | 1 | 5 |
| 2 | 18% | -6% | 5 | -4 |
| 3 | 4%[57.1 µM] | -12% | 38* | 8 |
| 4 | 11% | -3% | 11 | 2 |
| 5 | 5% | 23% | 3 | -5 |
| 6 | 2% | 17% | -3 | -3 |
| 7 | 0% | 17% | 11 | -6 |
| 8 | 3%[57.1 µM] | -3%[57.1 µM] | 0 | -1 |
| 9 | 116%[activator] | -2% | -2 | 0 |
| 10 | 4% | 19% | -1 | 1 |
| 11 | 13%[0.0914 µM] | 0% | 3 | -2 |
| 12 | -1% | 9% | -7 | 3 |
| 13 | 3%[57.1 µM] | -4%[57.1 µM] | -6 | -1 |
| 14 | 0%[57.1 µM] | 3%[57.1 µM] | 5 | -3 |
| 15 | -5% | 2% | 0 | 1 |

Some of the entries so far, with one line to a screen.
#7 O=C(CCc1ccncc1)NC1CCCc2c1cnn2-c1ccc(F)cc1F (configuration not stated)
#8 CCn1nc(C)c(/C=N/NC(=O)Cc2ccc(Cl)cc2)c1C
#9 COc1cc2c(c3oc(=O)cc(CC(=O)O)c13)CCC(C)(C)O2
#10 Cc1ccc(-c2noc(COc3ccc(Br)c(C)c3)n2)cc1
#11 O=C(CSc1nnc(NC(=O)c2ccco2)s1)Nc1ccccc1
#12 CCCSc1nc2c(cnn2-c2ccc(C)cc2)c(=O)[nH]1
#13 Cc1[nH]n(-c2ccccc2)c(=O)c1/C=C1/C=c2ccccc2=N1
#14 CC(C(=O)Nc1cccc(S(=O)(=O)N2CCOCC2)c1)N1CCN(c2ccc(F)cc2)CC1 (configuration not stated)
#15 Cc1cccc(N2CCN(C(=O)c3ccc4nc(N5CCC(C)CC5)sc4c3)CC2)c1C
screen / no.	7	8	9	10	11	12	13	14	15
USP1-UAF1 inh	-16%	-19%	-18%	-5%	-19%	-20%	-6%	-22%	?
TRHR agonist	0.7	0.1	-0.3	1.4	0.5	0.4	-0.4	-0.5	0.0
D2 ag	0.3	-2.0	0.0	.	.	.	1.7	.	.
D2 antagonist	-18	-5	5	.	.	.	5	.	.
mIDH1 inhibitor	-8%	0%	8%	7%	10%	-11%	0%	0%	0%
TrxR1 substrate	0%	3%[57.1 µM]	116%[activator]	4%	13%[0.0914 µM]	-1%	3%[57.1 µM]	0%[57.1 µM]	-5%
TrxR1 inh	17%	-3%[57.1 µM]	-2%	19%	0%	9%	-4%[57.1 µM]	3%[57.1 µM]	2%
TRHR PAM	11	0	-2	-1	3	-7	-6	5	0
PI4K2A inh	-6	-1	0	1	-2	3	-1	-3	1

Next part:
| No. | SMILES | USP1-UAF1 inh | TRHR agonist | D2 ag | D2 antagonist | mIDH1 inhibitor |
| --- | --- | --- | --- | --- | --- | --- |
| 16 | C=CC[n+]1c(/C=C/c2ccc(OC(C)=O)c(OC)c2)ccc2ccccc21 | -14% | -0.5 | 0.9 | -14 | 5% |
| 17 | C[N+]1(C2CCC3CCCC2C3O)CCCCC1 (configuration not stated) | -16% | 0.6 | 0.8 | 13 | 0% |
| 18 | CCCCCCC(C)OC(=O)c1ccccc1C(=O)O (configuration not stated) | -25% | -0.9 | . | . | 7% |
| 19 | COc1ccccc1-c1ccc(=O)n(CC(=O)NCc2ccc3c(c2)OCO3)n1 | 3% | -0.7 | -0.4 | -9 | -2% |
| 20 | CN(C(=O)COC(=O)/C=C/c1ccc2c(c1)OCO2)c1c(N)n(Cc2ccccc2)c(=O)[nH]c1=O | -20% | 0.4 | -0.2 | -2 | 9% |
| 21 | O=c1c2ccccc2nc2n1C(CSc1ccc(Cl)cc1)CN2 (configuration not stated) | -6% | 0.1 | -0.7 | -2 | 10% |
| 22 | COc1ccc(NC(=O)c2noc(C(C)C)c2[N+](=O)[O-])cc1 | -8% | -1.6 | -0.6 | 10 | 0% |
| 23 | CN(C(=O)C1CCN(S(=O)(=O)c2ccccc2[N+](=O)[O-])CC1)C1CCCCC1 | -13% | . | . | . | 4% |
| 24 | Cc1ccc(S(=O)(=O)CCC(=O)OCC(=O)N(Cc2ccccc2)C(C)C)cc1 | -12% | -0.4 | 0.0 | 15 | 2% |
| 25 | Cc1cc2occ(CC(=O)NCc3cccs3)c2cc1C(C)C | -18% | -0.1 | 0.4 | -7 | 8% |
| 26 | CC(=O)c1ccc(N2CCN(S(=O)(=O)c3cc4c(cc3C)NC(=O)CO4)CC2)cc1 | -5% | 0.6 | 0.8 | 4 | 0% |
| 27 | O=C(Nc1ccc(S(=O)(=O)Nc2ncccn2)cc1)c1ccccc1NS(=O)(=O)c1ccc(F)cc1 | -6% | -0.2 | 1.9 | 10 | 3% |
| 28 | CCC(CC)C(=O)c1c[nH]c(C(=O)O)c1 | 2% | 0.7 | -1.1 | 12 | 21% |
| 29 | O=c1cc(N2CCc3ccccc32)[nH]c(=O)n1-c1ccc(Br)cc1 | -18% | -0.9 | -2.0 | 15 | -8% |
| 30 | CCOC(=O)c1ccccc1NC(=O)Nc1cc2c(cc1N1CCCC1)n(C)c(=O)n2C | 0% | -1.2 | 0.6 | . | -5% |

| No. | TrxR1 substrate | TrxR1 inh | TRHR PAM | PI4K2A inh |
| --- | --- | --- | --- | --- |
| 16 | -6% | ? | 14 | -1 |
| 17 | 7% | 23% | 5 | -3 |
| 18 | 7% | 2%[57.1 µM] | 3 | -3 |
| 19 | 2% | 17% | 4 | 12 |
| 20 | 18% | 7% | 3 | 1 |
| 21 | -7% | 21%[57.1 µM] | 0 | 2 |
| 22 | ? | -18% | 1 | 3 |
| 23 | 8%[2.29 µM] | 22%[2.29 µM] | . | -3 |
| 24 | 0% | 8% | -11 | 3 |
| 25 | -11% | -4% | -2 | -3 |
| 26 | -3% | 20% | -1 | 1 |
| 27 | 15%[57.1 µM] | 5%[57.1 µM] | 1 | -1 |
| 28 | 12%[57.1 µM] | 17%[11.4 µM] | 1 | 0 |
| 29 | -3% | -20% | 4 | -7 |
| 30 | -9% | -17% | 4 | 2 |

(more compounds)
| No. | SMILES | USP1-UAF1 inh | TRHR agonist | D2 ag | D2 antagonist | mIDH1 inhibitor |
| --- | --- | --- | --- | --- | --- | --- |
| 31 | O=C(COC(=O)c1ccccc1C(=O)N1CCN(c2ccc(F)cc2)CC1)NCc1ccccc1 | -20% | -0.4 | 0.2 | 6 | 0% |
| 32 | CCOc1ccc(NC(=O)c2ccccc2NC(=O)CN2CCN(C(C)=O)CC2)cc1 | -2% | -0.4 | 1.1 | -15 | 1% |
| 33 | O=C(c1cccc(Cl)c1)N1c2nc(-c3ccco3)nn2C2(CCCCC2)[C@@H]2CCCC[C@@H]21 | -8% | -1.2 | . | . | -20% |
| 34 | COc1ccccc1/C=C\C(=O)NCC(=O)N/N=C(\C)Cc1ccccc1 | -6% | -0.5 | 0.5 | 0 | -1% |
| 35 | COc1ccc(S(=O)(=O)N2CCOCC2)cc1NC(=O)CN1CCC(Cc2ccccc2)CC1 | -20% | -1.8 | 2.4 | 15 | 4% |

| No. | TrxR1 substrate | TrxR1 inh | TRHR PAM | PI4K2A inh |
| --- | --- | --- | --- | --- |
| 31 | -4% | -1% | 4 | 8 |
| 32 | 2% | -3% | 4 | 6 |
| 33 | 7% | -1% | -12 | 0 |
| 34 | 4% | 8% | -3 | 1 |
| 35 | -4% | 11% | -6 | -2 |

High-throughput results: PubChem BioAssay, National Center for Advancing Translational Sciences (NCATS)
